DNMT1 block – DNMT1 (human) enzyme inhibition | P26358 | DNMT1 molecular beacon, Hinp1I cleavage, fluorescence | inhibition (reported as % activation of signal), % at 10 µM | actives 0.83% (n = 360,000); in the data active = inhibition above about 50%
CendR NRP1 mod – modulators of CendR peptide binding to human neuropilin-1; O14786; FAM-RPARPAR peptide binding to NRP-1, fluorescence polarization; inhibition, % at 25 µM; actives 0.85% (n = 360,000); AID 602438;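 active = inhibition or corrected inhibition above about 18%, plus a signal ratio from 0.5 to 1.5, limit read from the data, passing the limit was not always enough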; note: strong numbers were not always called active
STEP block – STEP (human) phosphatase inhibition. inhibition, % at 20 µM. actives 0.25% (n = 360,000). AID 588621. P54829. recombinant STEP, OMFP fluorogenic substrate, fluorescence;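 active = inhibition at 20 µM, scaled per plate between control wells, above about 37%, limit read from the data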;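 note: 0% = DMSO with enzyme and substrate and 100% = substrate only without enzyme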
Target sequence (P54829 whole entry, looked up): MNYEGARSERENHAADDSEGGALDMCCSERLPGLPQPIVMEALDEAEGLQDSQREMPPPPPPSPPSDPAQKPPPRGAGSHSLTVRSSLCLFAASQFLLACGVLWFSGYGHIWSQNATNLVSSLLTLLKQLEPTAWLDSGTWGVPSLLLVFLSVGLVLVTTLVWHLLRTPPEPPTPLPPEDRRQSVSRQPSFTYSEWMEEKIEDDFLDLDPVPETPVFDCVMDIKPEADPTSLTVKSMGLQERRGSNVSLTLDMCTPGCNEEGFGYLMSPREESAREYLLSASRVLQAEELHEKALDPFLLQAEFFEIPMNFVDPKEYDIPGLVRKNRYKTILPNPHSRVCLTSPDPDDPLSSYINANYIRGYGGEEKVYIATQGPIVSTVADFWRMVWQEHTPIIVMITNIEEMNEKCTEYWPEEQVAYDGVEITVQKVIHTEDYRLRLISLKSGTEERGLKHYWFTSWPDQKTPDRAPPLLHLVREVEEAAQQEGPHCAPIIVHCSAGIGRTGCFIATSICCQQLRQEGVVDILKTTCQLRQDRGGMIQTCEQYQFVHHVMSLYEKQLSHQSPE
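System: isolated STEP enzyme; schedule: 20 min enzyme reaction at room temperature, protected from light; medium: Bis-Tris buffer pH 6.0, 2.5 mM DTT, 0.005% Tween 20; signal: fluorescence, 480/540 nm; dosing: single compound dose of 20 µM, 1% DMSO final; also added: OMFP substrate, 25 µM final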
Scp-1 inhibitor – Scp-1 (human) phosphatase inhibition | Q9GZU7 | Recombinant Scp1, phosphopeptide, malachite green phosphate absorbance | inhibition, % at 20 µM | actives 0.88% (n = 340,000);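 active = inhibition above about 50% at 20 µM, limit read from the data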;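 note: plate controls were DMSO wells with enzyme for no effect and wells lacking enzyme for full effect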
Target sequence (Q9GZU7 76-261 limits assumed): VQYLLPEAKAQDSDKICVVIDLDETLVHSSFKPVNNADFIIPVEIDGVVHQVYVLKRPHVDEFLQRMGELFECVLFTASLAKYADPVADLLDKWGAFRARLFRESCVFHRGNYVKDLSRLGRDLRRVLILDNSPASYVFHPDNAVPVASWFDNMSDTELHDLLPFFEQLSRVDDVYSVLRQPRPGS
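Incubation: 45 min enzyme reaction at room temperature / System: truncated SCP-1 phosphatase (76-261aa) / Reagent: Phospho 17-mer peptide substrate / Buffer or medium: Acidic Tris acetate buffer with magnesium and detergent / Signal: absorbance at 630 nm / Doses: one concentration, 20 µM, with 1.0% DMSO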
Rpn11 inh – Rpn11 (human) deubiquitinase inhibition; O00487; human 26S proteasome, Ub4-pepOG fluorescence polarization; 20S core pre-blocked with epoxomicin; calls only at 20 µM; actives 0.59% (n = 360,000); AID 588493;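 active = inhibition at 20 µM, scaled to each plate's controls, above about 33%, limit read from the data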
Target sequence (O00487 whole entry, looked up): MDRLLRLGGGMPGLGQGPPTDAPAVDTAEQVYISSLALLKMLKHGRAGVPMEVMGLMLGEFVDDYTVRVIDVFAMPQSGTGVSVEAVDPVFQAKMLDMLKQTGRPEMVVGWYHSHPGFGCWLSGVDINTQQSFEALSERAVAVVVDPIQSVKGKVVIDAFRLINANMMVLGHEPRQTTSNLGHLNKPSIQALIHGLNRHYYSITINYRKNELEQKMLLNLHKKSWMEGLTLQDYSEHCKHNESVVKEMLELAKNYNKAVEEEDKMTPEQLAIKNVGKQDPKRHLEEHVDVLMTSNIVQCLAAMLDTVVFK
LMPTP block – LMPTP (human) inhibition. actives 0.22% (n = 360,000). recombinant LMPTP-A, OMFP fluorogenic substrate, fluorescence intensity. inhibition, % at 20 µM. P24666;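 active = compounds that cut the enzyme signal by at least half of the control window in the single-dose screen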;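 note: plate controls were DMSO wells with enzyme plus substrate for no effect and substrate without enzyme for full effect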
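Assay system: LMPTP-A phosphatase enzyme | Input: 0.625 nM enzyme | Also added: Fluorogenic phosphatase substrate OMFP at 400 µM final | Compound dosing: One test concentration per compound, 20 µM, with 3% DMSO overall | Schedule: 50 min enzyme reaction at room temperature, protected from light | Signal: Fluorescence intensity | Benchmarks: no-enzyme and uninhibited controls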
SKN-1 inh – blocks SKN-1 activity in C. elegans. inhibition, % at 21.8 µM. actives 0.49% (n = 360,000). C. elegans VP596 Pgst-4::GFP/RFP ratio, acrylamide-induced, 24 h. AID 624304;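 active = interference check ratio from 0.5 to 1.5 plus GFP to RFP signal ratio inhibition reaching or exceeding a fixed threshold, cut at about 30% in these data, passing the limit was not always enough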; note: some compounds called inactive have numbers as strong as hits
NadD inh – blocks S. aureus nicotinate mononucleotide adenylyltransferase. purified NadD enzyme, colorimetric absorbance read-out. inhibition, % at 20 µM. actives 0.78% (n = 360,000). AID 602399; in the data active = inhibition above about 26%; note: some compounds past the cut are filed as inactive
SUMO1-SIM PPI – alters human SUMO1 binding to SIM partners. actives 0.33% (n = 360,000). P63165. SUMO1 binding to a labelled peptide, TR-FRET, 1 h. inhibition, % at 20 µM; in the data active = inhibition above about 37%
MT1-MMP act inh – inhibitors of human MT1-MMP activation; P50281; actives 0.061% (n = 360,000); GFP/RFP ratio change, % at 20 µM; HT1080 RFP-PRO-GFP cells, GFP/RFP ratio fluorescence, overnight; percent of plate control window, DMSO zero;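 active = GFP/RFP ratio change of at least 30% with cell ATP level not reduced by more than half and red fluorescence within 50% of control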; note: strong numbers were not always called active
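Assay system: HT1080 cells carrying an RFP-PRO-GFP reporter | Dosing: Single dose of 20 µM compound, 1% DMSO final | Incubation: Cells overnight before dosing, compound overnight, 37 °C, 5% CO2 | Evaluation: GFP/RFP fluorescence ratio | Control set: DMSO and RFP-L50D-GFP cell wells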
* hit, by the source's call; i = inactive; x = not tested or not shown.

SMILES	DNMT1 block	CendR NRP1 mod	STEP block	Scp-1 inhibitor	Rpn11 inh	LMPTP block	SKN-1 inh	NadD inh	SUMO1-SIM PPI	MT1-MMP act inh
COc1ccc(/C=N/NC(=O)Cc2ccc(Cl)cc2)cc1OC	-5	6	-1	-3	i	-0.3	2	1	-9	-2
COc1ccc(N2C(=O)N3[C@H](c4ccc(Cl)cc4)[C@@H]4C(=O)N(C5CCCCC5)C(=O)[C@@H]4[C@]3(C)C2=O)cc1	-4	14	-2	-11	i	-0.5	16	6	-1	3
O=C(NNC(=O)c1ccccc1O)c1ccccc1O	3	-45	-2	-8	i	-1.1	5	-1	9	15
Cc1ccc2c(c1)C1CN(C)CCC1N2S(=O)(=O)c1ccc(Oc2ccc([N+](=O)[O-])cc2)cc1 (stereo not drawn)	-11	2	3	12	i	1.5	-3	0	-51	-10
O=C(Nc1ccccn1)c1ccc(Br)s1	0	23	1	-8	i	0.4	24	-2	-1	-1
CN1OC[C@@H]2CN[C@H](c3ccc(-c4ccccc4)cc3)C[C@@H]21	0	-2	3	x	i	-1.5	-7	-7	-3	3
CCn1cc(C(C)(C)C)c(C#N)c1NC(C)=O	-5	2	-3	1	i	0.6	14	-2	-1	3
N#C/C(=N\Nc1cccc(C(F)(F)F)c1)C(=O)c1ccsc1	-9	7	-2	-11	i	4.1	-11	-3	-2	-7
CCOC(=O)CSc1cc(C)nc2ccc(OC)cc12	1	19	-2	-2	i	-0.1	-2	3	0	-1
c1ccc(N2CCN(c3nc(-c4cccs4)nc4ccccc34)CC2)cc1	5	4	0	-1	i	3.9	8	8	1	-3
COc1ccc(CNC(=O)CN2C(=O)NC3(CCCCCCC3)C2=O)cc1	-4	4	-4	10	i	2.4	-1	0	1	0
CCNc1nc(Cl)nc(N(NC(C)=O)C(C)CC)n1 (stereo not drawn)	2	13	-4	-7	i	-0.3	6	-7	-3	-2
OC(CC1CC12c1ccccc1-c1ncccc12)(c1ccccc1)c1ccccc1 (stereo not drawn)	-6	10	-2	-2	i	2.5	6	4	7	-36
O=C(NCCC1=CCCCC1)c1coc(=O)c(Br)c1	2	-2	-2	-11	i	-2.5	7	-5	-14	7
Cc1nc2ccc(C(=O)NCc3ccc4c(c3)OCO4)cc2s1	-5	4	-1	-5	i	0.3	10	-9	0	2
CC(=O)Nc1ccc2c(c1)nc1n2CCOC1	3	-4	-3	-6	i	-1.5	1	-5	0	-1
CC1(C)CC(=O)C=C(NNC(=O)c2ccccc2)C1	5	6	-3	-5	i	-2.0	10	-12	0	5
O=C(NCC(=O)N1CCN(C(=O)c2ccco2)CC1)c1ccc(Br)cc1	2	5	0	-4	i	-0.4	9	-4	14	0
O=C(NCc1cccnc1)C1CCN(S(=O)(=O)N2CCC3(CC2)OCCO3)CC1	2	0	-3	-10	i	-1.8	7	-2	3	3
COc1ccc(-n2c(SC3CCOC3=O)nc3ccccc3c2=O)cc1Cl (stereo not drawn)	-1	6	-1	-3	i	1.0	-1	4	3	4

Copied from the results shown, 3 compounds:
SMILES	DNMT1 block	CendR NRP1 mod	STEP block	Scp-1 inhibitor	Rpn11 inh	LMPTP block	SKN-1 inh	NadD inh	SUMO1-SIM PPI	MT1-MMP act inh
CC1(C)CC(=O)C=C(NNC(=O)c2ccccc2)C1	5	6	-3	-5	i	-2.0	10	-12	0	5
O=C(NCC(=O)N1CCN(C(=O)c2ccco2)CC1)c1ccc(Br)cc1	2	5	0	-4	i	-0.4	9	-4	14	0
O=C(NCc1cccnc1)C1CCN(S(=O)(=O)N2CCC3(CC2)OCCO3)CC1	2	0	-3	-10	i	-1.8	7	-2	3	3

(continued)
SMILES	DNMT1 block	CendR NRP1 mod	STEP block	Scp-1 inhibitor	Rpn11 inh	LMPTP block	SKN-1 inh	NadD inh	SUMO1-SIM PPI	MT1-MMP act inh
CCCCCCOc1ccc(-c2ccc(C#N)cn2)cc1	-3	3	-1	3	i	2.8	19	5	1	5
Cc1cccc(C(=O)Nc2ccc(NC(=O)Cc3ccc(Cl)cc3)cc2)c1	42	-5	0	-6	i	2.4	-1	7	4	6
CCC(CC)COC(=O)C1=C(C)NC(=O)NC1c1cc(OC)ccc1OC (stereo not drawn)	5	-2	-2	-10	i	-0.2	8	-10	0	-4
CN1Cc2cccc3c2C(Cc2ccccc2S3)C1 (stereo not drawn)	-5	-7	2	-1	i	-0.4	1	3	-4	2
Cc1c(O)ccc(C(=O)CN2CCN(Cc3ccc4c(c3)OCO4)CC2)c1O	-5	-10	0	-8	i	0.1	4	-2	2	-3
CC1CCCN(c2ccc(C(=O)OCC(=O)N3c4ccccc4Sc4ccccc43)cc2[N+](=O)[O-])C1 (stereo not drawn)	1	5	2	-20	i	1.0	3	16	-1	-1
COc1cc([N+](=O)[O-])ccc1NC(=O)CSc1nncn1-c1cccnc1	-2	12	2	-7	i	0.5	5	-1	-25	-3
CCN(CC)C(=O)C1CCCN(c2ccc([N+](=O)[O-])cc2/C=N/NC(=O)c2cccc(O)c2)C1 (stereo not drawn)	-3	15	4	1	i	3.4	30	17	-19	4
O=C(CCC1CCCC1)NNC(=O)c1ccccc1O	3	1	-1	-11	i	0.4	-4	-2	0	0
C[C@@H](c1ccccc1)N1C[C@@H](COCc2ccccc2)Oc2cc(N3CCC[C@H]3CO)ccc2S1(=O)=O	x	10	x	x	x	2.2	14	2	-4	-2
CCOc1ccc(CN(C)C(=O)CNC(=O)c2ccc(Br)o2)cc1OC	0	0	0	-3	i	-0.5	27	-2	3	1
O=C(NCc1ccccc1)C12CC3CC(CC(Cl)(C3)C1)C2	0	4	1	8	i	0.0	6	1	1	-1
Oc1ccccc1-c1nnco1	13	4	-2	-13	i	-0.8	4	-3	-7	2
CC(=O)Nc1ccc2c(c1)C(=O)N(c1cccc3ccccc13)C2=O	-7	8	0	-2	i	-1.4	0	2	-11	-5
CC(C)c1c(C(=O)Nc2ccccc2)c(-c2ccccc2)c(-c2ccc(F)cc2)n1CC[C@@H](O)C[C@@H](O)CC(=O)O	-11	5	3	x	i	0.0	11	12	-2	3
COc1cc(OC)cc(-c2c(Sc3ccccc3)c3cc(-c4ccc(OC)c(F)c4)ccc3n2C)c1	x	-3	x	x	x	2.2	14	3	-25	0
O=C1c2ccccc2C(=O)N1Cc1nc(-c2ccncc2)no1	0	5	-1	-1	i	-2.3	5	-2	-9	2
CSc1ccccc1NC(=O)c1cc(S(=O)(=O)N(C)C)ccc1N1CCCC1	-5	6	-3	-9	i	-9.9	-1	9	-48	0
COCCNC(=O)[C@@H]1CCCN1C(=O)C1CCN(S(=O)(=O)c2ccc(C)cc2)CC1	5	10	3	-4	i	-0.7	3	-1	-4	0
COc1cc(C#Cc2ccc3cc(CCO)oc(=O)c3c2)cc(OC)c1	-12	9	-2	-6	i	0.1	1	-14	-19	3
CC(C)CCNC(=O)NC(=O)COC(=O)/C=C/c1cnc2ccccc2n1	-3	-12	-2	-1	i	1.0	37*	2	-8	-4
Cc1csc(NC(=O)c2ccc3c(=O)n4c(nc3c2)CCCCC4)n1	0	-2	-1	3	i	0.2	6	-1	5	2
CCCCNC(=O)C1(C)CCCCN1C(=O)c1sccc1C (stereo not drawn)	4	1	-1	x	i	-0.1	5	-2	1	-3
CCc1nnc(NC(=O)c2cccc(S(=O)(=O)N(C)c3ccc(OC)cc3)c2)s1	-4	4	-2	-8	i	0.4	-1	-1	4	5
CCCCCCN1C=CC(=C2C(=O)c3ccccc3C2=O)C=C1	1	123	-4	-10	i	0.1	-5	3	-12	-5
COc1ccc(-c2nnc(SC(=O)N3c4ccccc4Sc4ccccc43)o2)cc1	27	2	3	-13	i	3.0	-1	2	-3	5
CCOC(=O)CCNC(=O)CCc1nnc(CCCc2ccccc2)o1	0	4	0	0	i	-0.5	15	3	0	0
CCCCCCCC(=O)N/N=C(/C)c1c(O)cc(C)oc1=O	2	-7	1	-9	i	1.1	1	4	-2	7
COC(=O)[C@@]12CCCCN1[C@H](c1ccc(-c3cc(C(C)=O)cs3)c(OC)c1)[C@H]1C(=O)N(C)C(=O)[C@H]12	-21	0	1	-5	i	5.4	2	-4	-25	-4
O=C(NNc1cccc(Cl)n1)c1c(F)cccc1F	2	-2	2	-2	i	-1.8	-11	-5	2	2
C=CCC1(CC=C)CCCN1C(=O)CC1C(=O)NCCN1Cc1ccccc1OC (stereo not drawn)	-3	17	2	-7	i	0.3	14	11	1	-4
COc1ccc(C(C)=O)cc1COC(=O)c1ccc(C)c(S(=O)(=O)N2CCOCC2)c1	-3	-1	3	-13	i	1.7	17	8	0	8
COc1ccccc1N1CCN(C(=O)c2ccc3ncsc3c2)CC1	3	-7	-1	1	i	-0.4	-12	-2	3	-8
CCOc1ccc(CC(=O)Nc2cc(=O)n(C)c(=O)n2C)cc1	-1	6	-4	-9	i	0.6	9	-2	2	-3
C=CCn1c(SCC(=O)Nc2cccc3ccccc23)nc(O)c(CC)c1=O	0	2	-1	-17	i	-0.6	1	4	4	3
COc1ccccc1CNC(=O)Cn1c(=O)oc2cc(Cl)ccc21	-1	2	-1	-13	i	0.1	5	-7	1	1
COc1ccc(C(=O)OCC(=O)NC(=O)NC2CCCC2)cc1[N+](=O)[O-]	2	12	-4	-18	i	-0.7	-13	-2	-21	5
CCOc1cccc2c1OC1(C)CC2NC(=O)N1Cc1ccccc1 (stereo not drawn)	4	8	1	6	i	-0.2	-15	-9	0	0
O=C(CNc1ccccc1C(=O)O)c1ccccc1	1	9	0	0	i	-1.6	12	4	2	3
CCc1ccc(OCC(=O)NC(NC(=S)Nc2ccc(C)cc2C)C(Cl)(Cl)Cl)cc1 (stereo not drawn)	2	-12	1	-12	i	-0.9	-7	5	-1	2

Printed as active in SKN-1 inh, among the entries above:
SMILES	DNMT1 block	CendR NRP1 mod	STEP block	Scp-1 inhibitor	Rpn11 inh	LMPTP block	SKN-1 inh	NadD inh	SUMO1-SIM PPI	MT1-MMP act inh
CC(C)CCNC(=O)NC(=O)COC(=O)/C=C/c1cnc2ccccc2n1	-3	-12	-2	-1	i	1.0	37*	2	-8	-4

(further entries)
SMILES	DNMT1 block	CendR NRP1 mod	STEP block	Scp-1 inhibitor	Rpn11 inh	LMPTP block	SKN-1 inh	NadD inh	SUMO1-SIM PPI	MT1-MMP act inh
COc1cc2[nH]c3c(N4CCN(c5ccccn5)CC4)ncnc3c2cc1OC	-4	14	16	1	i	34	3	-6	17	7
CS(=O)(=O)N(CC(=O)Nc1cccc(F)c1)c1cccc([N+](=O)[O-])c1	-2	1	-2	-22	i	-0.2	1	4	-25	-2
c1ccc(Cn2ccc(-c3cnc(-c4ccccc4)s3)n2)cc1	-5	12	3	-7	i	1.5	17	-2	-13	1
CC(C)N(C(=O)COc1ccc(Br)cc1Cl)C(C)C	-2	-13	2	-28	i	0.6	-2	1	2	0
